AmpC det inh – blocks E. coli AmpC beta-lactamase in presence of detergent; purified AmpC, nitrocefin hydrolysis with detergent; Potency, µM (series often up to 28.7 µM), without a hit: at the top dose activity change, negative = inhibition; 71,000 compounds, 0.09% hits; AID 584; active = well fitted curve in the direction sought with a large enough effect
Target sequence (P00811 whole entry, looked up): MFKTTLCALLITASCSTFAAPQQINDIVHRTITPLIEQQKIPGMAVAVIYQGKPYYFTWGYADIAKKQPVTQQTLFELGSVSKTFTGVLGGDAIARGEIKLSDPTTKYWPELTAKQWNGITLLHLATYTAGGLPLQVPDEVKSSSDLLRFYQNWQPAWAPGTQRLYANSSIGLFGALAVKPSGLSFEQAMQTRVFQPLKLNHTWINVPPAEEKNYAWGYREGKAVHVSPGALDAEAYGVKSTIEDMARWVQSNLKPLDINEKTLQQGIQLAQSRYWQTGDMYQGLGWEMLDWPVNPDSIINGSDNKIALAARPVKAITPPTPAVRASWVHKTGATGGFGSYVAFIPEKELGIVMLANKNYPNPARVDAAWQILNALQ
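E. coli AmpC (5.3 nM) in 20 mM phosphate pH 7.0 with 0.01% Triton X-100, preincubated 15 min RT with compound; nitrocefin (2 uL of 800 uM stock) hydrolysis followed by 480 nm absorbance every 20 s over 4 min.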
The depositor's hits bear a star; [ ] = dose if it differs, or a comment. % is scaled to controls: 0 for no effect and ±100 for the full control effect; potency is read from the fitted curve at half-maximal effect.

SMILES	AmpC det inh
CCOC(=O)c1cc2n(n1)C(C(F)(F)C(F)(F)F)CC(C)N2 (configuration not stated)	-0.5%
CCn1nc(C)c(/C=C2\CCCC3=C2OC(N)=C(C#N)C3c2c(C)nn(CC)c2C)c1C (configuration not stated)	-0.1%
COCCSc1nc2sc3c(c2c(=O)n1-c1ccccc1)CCN(C)C3	-9.3%
CN(C)C(=O)c1ccc(-c2nc(NCc3cccs3)c3ccccc3n2)cc1	5.6%
C=C(C)Cn1c(-c2ccccc2)nc2ccccc21	-2.0%
COc1ccc(S(=O)(=O)NCCSc2ccc(C)cc2)cc1OC	0.9%
CCN(c1ccccc1)S(=O)(=O)c1ccc(F)c(C(=O)O)c1	-1.4%
O=C(COC(=O)C1CCC1)Nc1ccc(OC(F)F)cc1	-1.6%
COc1ccc(C2CC(=O)c3c(C)nc(N4CCN(Cc5ccccc5)CC4)nc3C2)cc1OC (configuration not stated)	-5.0%
CCC(C)C(NC(=O)c1ccccc1NC(=O)c1ccc(OC)cc1)C(=O)NCc1ccco1 (configuration not stated)	-1.5%
COCCOC(=O)C1=C(C)OC(N)=C(C#N)C1c1ccc2c(c1)OCO2 (configuration not stated)	10.1%
COc1cc(S(=O)(=O)N2CCC(C(N)=O)CC2)c(C)cc1C	15.8%
COc1ccc(S(=O)(=O)N2CCN(C(=O)NC3CCCCC3)CC2)cc1OC	-2.1%
Cc1ccc2c(c1)C1CN(C)CCC1N2C(=O)Cn1nnc(-c2ccccc2F)n1 (configuration not stated)	10.9%
O=C(Nc1ccc(Cl)cc1C(=O)O)c1ccc2c(c1)C(=O)N(Cc1ccco1)C2=O	-10.2%
CCCN1C(=O)C2C(C(=O)Nc3cccc(OC)c3)C3C=CC2(O3)C1C(=O)NC1CCCCC1 (configuration not stated)	-3.0%
O=C(c1cccs1)N1CCN(S(=O)(=O)N2CCCCC2)CC1	-4.4%
COc1nc(NC(C)(C)C)nc(Oc2ccc(=O)n(C)n2)n1	2.0%
CC1(C)O[C@H]2C[C@@H]3[C@H]4CCC5=CC(=O)CC[C@@]5(C)[C@]4(F)[C@@H](O)C[C@@]3(C)[C@@]2(C(=O)CCl)O1	0.3%[12.8 µM]
CN(CCO)Cc1ncccc1O	3.1%[5.75 µM]
O=S(=O)(NCCSc1ccc(Cl)cc1)c1ccc2c(c1)OCCO2	-4.2%
Cc1ccc(NC(=O)CSc2nnc(-c3ccc(S(=O)(=O)N4CCCC4)cc3)o2)cc1C	9.1%
C[C@@H]1CCC[C@H](C)N1	-0.6%[12.8 µM]
CCOCCCNC(=O)c1cc(C)nn1-c1ccccc1	3.7%
COc1cc2ccccc2cc1C(=O)N1CCN(C)CC1	7.7%
CC(C)(C)c1ccc(OCC(=O)O)c(Cl)c1	-3.6%[5.75 µM]
COC(=O)c1ccccc1NC(=O)Cn1ccnc1	11.1%
CCOC(=O)N1CCN(C(=O)c2ccc3nc4ccsc4c(=O)n3c2)CC1	10.5%
O=C1CC(c2cccs2)c2cc3c(cc2N1)OCO3 (configuration not stated)	-1.1%
Cc1ccc2nc(CC(=O)c3ccc4ccccc4c3)c(=O)[nH]c2c1	-3.8%[5.75 µM]
CCOc1ccc2nc(N3CCCC(C(=O)N4CCN(CC)CC4)C3)sc2c1 (configuration not stated)	10.9%
CCS(=O)(=O)Nc1cccc(C(=O)CC2(O)C(=O)Nc3ccccc32)c1 (configuration not stated)	31.7%
CCOc1ccc(N2C(=O)c3cccnc3C2Nc2ccc(Cl)cc2)cc1 (configuration not stated)	-0.3%
O=C(CN1C(=O)CSC1=O)Nc1ccc(F)c(F)c1F	-1.6%
CCC[C@@H]1C[C@@]1(CCC)[C@@H](NP(=O)(c1ccccc1)c1ccccc1)c1ccc(C(=O)OC)cc1	12.8%
O=C1N(CN2CCOCC2)c2ccccc2C1(O)c1c[nH]c2ccccc12 (configuration not stated)	0.5%
Cc1ccc2c(c1)C(O)(c1c(C)[nH]c3ccccc13)C(=O)N2 (configuration not stated)	-2.8%
COc1ccc(C(=O)Nc2nncs2)cc1S(=O)(=O)N1CC(c2ccccc2)CC1=O (configuration not stated)	10.0%
CC(=O)Nc1c(C(=O)O)[nH]c2ccccc12	-3.1%
Oc1c(C(Nc2nc3ccccc3s2)c2ccco2)ccc2cccnc12 (configuration not stated)	13.0%
COc1ccc2c(c1OC)C(=O)N(c1cccc(C)c1)C2=O	5.6%
CC(=O)Oc1cccc(N2C(=O)C3C(C2=O)C2C=CC3C23CC3)c1 (configuration not stated)	9.5%
Cc1cc(C)c2nc(SCC(=O)N3CCCCC3)c(C#N)cc2c1	-5.3%
O=C(NCCN1CCOCC1)c1ccc2c(c1)N(Cc1ccccc1F)C(=O)CS2	18.4%
CCOC(=O)c1ccc(NC(=O)CSc2nnc(COc3ccccc3OC)n2CC)cc1	0.6%
O=C(Nc1nnc(-c2ccco2)s1)C1CCN(S(=O)(=O)c2ccc(Cl)cc2)CC1	-0.4%
COc1ccccc1C1(O)CCN(CC(=O)Nc2c(C)nn(C)c2C)CC1	10.6%
Cn1cccc1C1NC(=O)c2c(sc3c2CCC(C(C)(C)C)C3)N1 (configuration not stated)	-3.8%
CC1=C(C(=O)Nc2ccccc2C)C(c2ccc(C)o2)N2C(=O)CSC2=N1 (configuration not stated)	-3.3%
COC(=O)C1CCN(C(=O)NC(C)(C)C)CC1	-1.0%
N#CC(C(=O)NCCc1ccccc1)c1nc2ccccc2nc1N1CCCCC1 (configuration not stated)	12.9%
O=C(NCC1c2ccccc2CCN1C(=O)CN1CCOCC1)C1CCCCC1 (configuration not stated)	-2.0%
COc1ccc(O)c(CN2CCN(C/C=C/c3ccccc3)CC2)c1	8.7%
CC1CC(C)CN(c2oc(-c3ccco3)nc2C#N)C1 (configuration not stated)	-6.0%
O=C(CSc1nnnn1C1CCCCC1)N1CCc2ccccc21	13.4%
O=C1C(C=NCc2ccco2)=C(O)c2ccccc21	6.9%
COc1c(C(=O)Nc2c(C)n(C)n(-c3ccccc3)c2=O)ccc2ccccc12	0.7%
Cc1cc(C)nc(N2C(=O)CC(Cc3ccccc3)C2=O)n1 (configuration not stated)	-3.9%
CCCOc1ccc(/C(O)=C2/C(=O)C(=O)N(CCCOC)C2c2ccncc2)cc1 (configuration not stated)	11.7%
N#Cc1ccc(CN2CC3(CCN(C(=O)c4cc(C(F)(F)F)cc(C(F)(F)F)c4)CC3)C2)cc1	-3.3%

Already shown: 26 of the compounds above.
SMILES	AmpC det inh
CCC[C@@H]1C[C@@]1(CCC)[C@@H](NP(=O)(c1ccccc1)c1ccccc1)c1ccc(C(=O)OC)cc1	12.8%
O=C1N(CN2CCOCC2)c2ccccc2C1(O)c1c[nH]c2ccccc12 (configuration not stated)	0.5%
Cc1ccc2c(c1)C(O)(c1c(C)[nH]c3ccccc13)C(=O)N2 (configuration not stated)	-2.8%
COc1ccc(C(=O)Nc2nncs2)cc1S(=O)(=O)N1CC(c2ccccc2)CC1=O (configuration not stated)	10.0%
CC(=O)Nc1c(C(=O)O)[nH]c2ccccc12	-3.1%
Oc1c(C(Nc2nc3ccccc3s2)c2ccco2)ccc2cccnc12 (configuration not stated)	13.0%
COc1ccc2c(c1OC)C(=O)N(c1cccc(C)c1)C2=O	5.6%
CC(=O)Oc1cccc(N2C(=O)C3C(C2=O)C2C=CC3C23CC3)c1 (configuration not stated)	9.5%
Cc1cc(C)c2nc(SCC(=O)N3CCCCC3)c(C#N)cc2c1	-5.3%
O=C(NCCN1CCOCC1)c1ccc2c(c1)N(Cc1ccccc1F)C(=O)CS2	18.4%
CCOC(=O)c1ccc(NC(=O)CSc2nnc(COc3ccccc3OC)n2CC)cc1	0.6%
O=C(Nc1nnc(-c2ccco2)s1)C1CCN(S(=O)(=O)c2ccc(Cl)cc2)CC1	-0.4%
COc1ccccc1C1(O)CCN(CC(=O)Nc2c(C)nn(C)c2C)CC1	10.6%
Cn1cccc1C1NC(=O)c2c(sc3c2CCC(C(C)(C)C)C3)N1 (configuration not stated)	-3.8%
CC1=C(C(=O)Nc2ccccc2C)C(c2ccc(C)o2)N2C(=O)CSC2=N1 (configuration not stated)	-3.3%
COC(=O)C1CCN(C(=O)NC(C)(C)C)CC1	-1.0%
N#CC(C(=O)NCCc1ccccc1)c1nc2ccccc2nc1N1CCCCC1 (configuration not stated)	12.9%
O=C(NCC1c2ccccc2CCN1C(=O)CN1CCOCC1)C1CCCCC1 (configuration not stated)	-2.0%
COc1ccc(O)c(CN2CCN(C/C=C/c3ccccc3)CC2)c1	8.7%
CC1CC(C)CN(c2oc(-c3ccco3)nc2C#N)C1 (configuration not stated)	-6.0%
O=C(CSc1nnnn1C1CCCCC1)N1CCc2ccccc21	13.4%
O=C1C(C=NCc2ccco2)=C(O)c2ccccc21	6.9%
COc1c(C(=O)Nc2c(C)n(C)n(-c3ccccc3)c2=O)ccc2ccccc12	0.7%
Cc1cc(C)nc(N2C(=O)CC(Cc3ccccc3)C2=O)n1 (configuration not stated)	-3.9%
CCCOc1ccc(/C(O)=C2/C(=O)C(=O)N(CCCOC)C2c2ccncc2)cc1 (configuration not stated)	11.7%
N#Cc1ccc(CN2CC3(CCN(C(=O)c4cc(C(F)(F)F)cc(C(F)(F)F)c4)CC3)C2)cc1	-3.3%

Sorted by heavy-atom count (lowest first): some entries from above.
SMILES	AmpC det inh
COc1ccc(O)c(CN2CCN(C/C=C/c3ccccc3)CC2)c1	8.7%
COc1ccccc1C1(O)CCN(CC(=O)Nc2c(C)nn(C)c2C)CC1	10.6%
O=C(Nc1nnc(-c2ccco2)s1)C1CCN(S(=O)(=O)c2ccc(Cl)cc2)CC1	-0.4%

Continued.
SMILES	AmpC det inh
CN(C)CCn1nnnc1SCC1=C(C(=O)O)N2C(=O)[C@@H](NC(=O)Cc3csc(N)n3)[C@@H]2SC1	-4.3%[12.8 µM]
Cc1ccc(-c2cc(C(F)F)n3ncc(C(=O)NCc4ccco4)c3n2)cc1	-4.3%
COc1ccc(CCN2C(=O)CC(N3CCN(S(=O)(=O)c4ccccc4)CC3)C2=O)cc1 (configuration not stated)	-5.0%
CC(C)CNC(=O)C1CC(=O)OC12CCCCC2 (configuration not stated)	1.2%
COC(=O)c1cc(NS(=O)(=O)c2ccc(OC)c(OC)c2)ccc1Cl	-2.0%
CC(C)n1c(NCc2ccc(N(C)C)cc2)nc2ccccc21	-1.9%
COc1cc2c(cc1OC)C(c1ccncc1)CC(=O)N2 (configuration not stated)	-2.8%
O=S1(=O)CCN2C=C(Br)C=C(Br)C2=N1	-0.4%
CC1(C)CC(=O)C=C(NCC(=O)O)C1	-2.9%
CCCCN(C)C(=O)c1coc(=O)c2ccccc12	11.3%
C=CCn1c(SCCCCCC)nc(O)cc1=O	-5.4%
O=C(O)c1cc(O)c(O)c(O)c1	8.6%
O=c1oc2cc(O)ccc2cc1-c1ccc(F)cc1	-7.5%
COc1ccc2[nH]cc(CCNc3ncncc3-c3cccc(NS(C)(=O)=O)c3)c2c1	12.4%
O=C(Nc1ccc(N2CCOCC2)c(Cl)c1)c1c(F)c(F)c(F)c(F)c1F	-5.0%
COc1ccc(NC(=O)CSc2nc3ccccc3c(=O)n2CCNC(C)=O)cc1	-5.7%
COc1ccc2[nH]c(C)c(CCN3CCC(=O)C(C)C3C)c2c1 (configuration not stated)	8.9%
NC(=O)CCc1c[nH]c2ccccc12	13.6%
COc1cc(C2c3c(-c4cc(Cl)c(C)cc4O)n[nH]c3C(=O)N2Cc2cccnc2)ccc1O (configuration not stated)	0.1%
O=C(COc1ccc2c3c(c(=O)oc2c1)CCC3)c1ccc2c(c1)OCO2	-2.4%
CCOC(=O)C1CCN(C(=O)c2ccccc2N(C)S(C)(=O)=O)CC1	-0.4%
O=S(=O)(NCc1ccccc1)c1ccc(S(=O)(=O)N2CCCCC2)cc1	-1.5%
C#CCOC(=O)c1ccccc1C(=O)OCC#C	-0.9%
O=C(O)CCC(=O)N1CCc2cc(S(=O)(=O)N3CCN(c4ccc(F)cc4)CC3)ccc21	15.8%
C/C=C(\C)c1nnc(NC(=O)C(C)C)s1	-0.2%
COc1ccc(NS(=O)(=O)c2cc(C)ccc2NC(=O)c2cc(C)oc2C)cc1	11.3%
Cc1ccc(N(CC(=O)Nc2ccc(F)cc2)S(=O)(=O)N2CCCC2)cc1	-1.0%
COc1ccc(CCNC(=O)CN2CCOc3ccccc32)cc1OC	4.9%
S=C([S-])NCCNC(=S)[S-].[Zn+2]	2.1%
Cn1c(=O)[nH]c(=O)c2c1nc(Br)n2CCC(=O)c1ccccc1	14.6%
Cn1cccc1Cc1nnc(SCC(=O)N2CCCc3ccccc32)n1-c1ccc(F)cc1	9.7%
CCC(C)C(NCc1cccc(C)c1)C(=O)O (configuration not stated)	-1.4%
CC(C)CN(CC(C)C)S(=O)(=O)N1CCC(C(=O)NCc2cccs2)CC1	-5.0%
CC(C)OC(=O)CN1CCN(C2c3ccccc3-c3ccccc32)CC1	-3.4%
Cc1onc(-c2ccccc2)c1C(=O)Nc1nc(-c2cc(F)ccc2F)cs1	-5.1%
Cn1nc(-c2ccc(OCC(=O)N3CCN(Cc4ccccc4)CC3)cc2)c2ccccc2c1=O	-0.8%
Cc1onc(-c2ccccc2Cl)c1C(=O)Nc1ccc(-n2nncc2C(C)(C)C)cc1	0.7%
c1cncc(-c2nc(NCCN3CCOCC3)c3ccccc3n2)c1	8.9%
COC(=O)c1ccc(Cl)c(NC(=O)NC2CCCCC2)c1	8.3%
O=C(Nc1ccc(-c2noc(CCc3ccccc3)n2)cc1)c1ccco1	1.7%

Screening results as filed in PubChem BioAssay.

A portion of the library (hit frequency here may not be typical).
